Compound activity from PubChem BioAssay.
TMEM16A inh – TMEM16A chloride channel inhibitors, primary screen, cell-based, HTS; Anoctamin-1 (Mus musculus), Q8BHY3; normalized B-score (activity score, 25-100; higher = stronger inhibition) at 10 µM; 310,000 compounds, 1.2% hits; HEK293 TMEM16A/YFP iodide influx fluorescence, ionomycin;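 active = ratio plate-corrected score three or more library SD toward inhibition, starting fluorescence score within five deviations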;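 also: score derived from kinetic fluorescence span divided by baseline fluorescence per well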
TMEM16A act – TMEM16A chloride channel activators or potentiators, primary screen, cell-based, HTS. Anoctamin-1 (Mus musculus), Q8BHY3. HEK293 TMEM16A/YFP-H148Q/I152L, iodide quench fluorescence; stronger effect = lower value. B-score at 10 µM. 340,000 compounds, 0.3% hits. AID 623877, 2012;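 active = fluorescence-ratio B-score plate-corrected deviation score at least 3 library SD below zero, with starting fluorescence score within 5 deviations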;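 also: channel opened by trigger with iodide after compound preincubation; score built on the fluorescence ratio of max minus min over baseline; more negative score means more quench and so TMEM16A activation or potentiation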
hERG protect – hERG rescue from dofetilide block, primary screen, cell-based, CHO-hERG, FluxOR thallium flux, dofetilide IC70 | dofetilide IC70 present | activation (rescue from dofetilide block), less the hit threshold, % at 10 µM | 310,000 compounds, 0.51% hits;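 active = activation above the mean of controls blocked by dofetilide plus 5 SD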;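 also: thallium influx through hERG after potassium depolarization seen as dye fluorescence rise; in these data hits start at about 4.7%; inactives centre near -7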
KCNQ1 pot – potentiators or activators of KCNQ1 channel, primary screen, cell-based, thallium flux, high-throughput; AID 2648, 2010; 310,000 compounds, 0.35% hits; Potassium voltage-gated channel subfamily KQT member 1 (Homo sapiens), P51787; CHO-K1 KCNQ1, thallium flux FluxOR fluorescence; stronger effect = higher value; B-score at 10 µM;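 active = fluorescence ratio B-score, a plate-corrected score, at least three library SD, with initial intensity B-score within 5 SD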
Target sequence (P51787 whole entry, looked up): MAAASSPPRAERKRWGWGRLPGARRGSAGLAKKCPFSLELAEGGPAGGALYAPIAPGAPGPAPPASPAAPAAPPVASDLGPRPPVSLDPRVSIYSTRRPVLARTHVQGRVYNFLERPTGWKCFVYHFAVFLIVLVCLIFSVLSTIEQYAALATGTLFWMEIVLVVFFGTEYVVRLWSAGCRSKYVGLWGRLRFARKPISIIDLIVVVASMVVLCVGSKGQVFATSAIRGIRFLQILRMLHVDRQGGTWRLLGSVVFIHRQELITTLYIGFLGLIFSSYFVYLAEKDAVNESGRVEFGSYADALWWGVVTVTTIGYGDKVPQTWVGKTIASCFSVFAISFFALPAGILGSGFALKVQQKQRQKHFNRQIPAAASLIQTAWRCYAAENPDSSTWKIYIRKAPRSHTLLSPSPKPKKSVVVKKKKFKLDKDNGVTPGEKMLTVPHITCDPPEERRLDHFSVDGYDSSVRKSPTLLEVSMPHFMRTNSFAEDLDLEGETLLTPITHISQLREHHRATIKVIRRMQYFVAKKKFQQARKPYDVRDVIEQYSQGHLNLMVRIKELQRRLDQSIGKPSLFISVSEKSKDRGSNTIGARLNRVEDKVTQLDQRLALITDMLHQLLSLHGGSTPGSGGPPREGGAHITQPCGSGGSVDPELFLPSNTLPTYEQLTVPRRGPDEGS
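Test system: CHO-K1 cells stably expressing KCNQ1 / Medium: assay buffer / Also added: depolarizing K+/Tl+ stimulus, K2SO4 and Tl2SO4 each 12.5 mM in 5x stock / Incubation: 90 min dye loading and 20 min compound exposure, both at room temperature / Signal: thallium influx via FluxOR fluorescence, kinetic imaging / Evaluation: B score of baseline-normalized fluorescence ratio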
KCNK3 inh – human KCNK3 channel inhibitors, primary screen, CHO cells, FluxOR thallium flux, B-score | Potassium channel subfamily K member 3 (Homo sapiens), O14649 | FluxOR fluorescence; stronger effect = lower value | 340,000 compounds, 0.84% hits | B-score at 10 µM | AID 602410, 2012;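 active = B-score under library mean minus 4 SD, starting fluorescence ratio at most library mean plus 5 SD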;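 also: more negative B-score means stronger inhibition of thallium flux through KCNK3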
Target sequence (O14649 whole entry, looked up): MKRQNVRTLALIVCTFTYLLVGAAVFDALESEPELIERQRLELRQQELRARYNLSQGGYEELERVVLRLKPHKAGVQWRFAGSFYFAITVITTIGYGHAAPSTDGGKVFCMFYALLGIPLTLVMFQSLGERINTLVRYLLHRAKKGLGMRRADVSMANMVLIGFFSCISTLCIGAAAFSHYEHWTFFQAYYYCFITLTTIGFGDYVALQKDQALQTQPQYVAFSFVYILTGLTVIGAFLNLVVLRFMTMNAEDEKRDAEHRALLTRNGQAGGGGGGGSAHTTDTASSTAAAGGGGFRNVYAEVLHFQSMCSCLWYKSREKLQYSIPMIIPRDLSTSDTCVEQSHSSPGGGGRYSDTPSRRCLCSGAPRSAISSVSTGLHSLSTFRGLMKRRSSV
Dyrk1A ADPGlo – rat Dyrk1A kinase inhibitors, primary screen, biochemical, single point, plate reader; ADP-Glo luminescence, NFATc1 peptide; inhibition, % at 12.5 µM; 310,000 compounds, 0.43% hits; AID 504441, 2011; in the data active = inhibition above about 50%;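 also: plate controls were vehicle with enzyme for no effect and no enzyme for full effect; many of its hits are not listed in these tables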
TRPC4 act – activators of mouse TRPC4 channel, primary screen, Fluo4 calcium, HEK293 TRPC4beta/mu-opioid cells. AID 2237, 2010. Fluo4 calcium fluorescence; stronger effect = higher value. 310,000 compounds, 0.49% hits. Short transient receptor potential channel 4 (Mus musculus), Q9QUQ5. B-score at 10 µM;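 active = B-score above 5 SD of library B-scores, and initial fluorescence ratio not above library mean plus 5 SD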;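 also: positive B-score marks a calcium rise read as TRPC4 activation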
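Test system: HEK293 cells stably co-expressing mouse TRPC4beta and mu-opioid receptor | Schedule: Fluo4 dye loading 45 min at room temperature, 110 s recording | Measured by: Kinetic Fluo4 calcium fluorescence, 5 s baseline at 1 Hz | Evaluation: B score of integrated ratio | Controls: Buffer (low) and maximal DAMGO (high)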
TRPC4 PAM – positive allosteric modulators of TRPC4, primary screen, cell-based, mouse TRPC4beta, HEK293 mu-opioid, Fluo-4 calcium; B-score at 10 µM; DAMGO EC20, Fluo-4 Ca2+ flux; stronger effect = higher value; Short transient receptor potential channel 4 (Mus musculus), Q9QUQ5; 310,000 compounds, 0.42% hits;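 active = B-score of calcium response area above 5 SD of library B-scores, with initial fluorescence ratio within 5 SD of library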;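 also: B-score of integrated fluorescence ratio over time as area under calcium response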
KCNQ1 inh – inhibitors of human KCNQ1 channel, primary screen, cell-based, thallium flux, high-throughput; Potassium voltage-gated channel subfamily KQT member 1 (Homo sapiens), P51787; CHO-K1 KCNQ1, FluxOR thallium flux fluorescence; stronger effect = higher value; B-score at 10 µM; 310,000 compounds, 1.3% hits; AID 2642, 2010;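 active = compounds whose thallium flux B-score, printed positive for inhibition, exceeds three library SD while starting fluorescence stays within three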;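 also: channel opened by potassium depolarization with thallium stimulus after 20 min compound exposure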
KCNK9 inh – KCNK9 potassium channel inhibitors, primary screen, HEK293 cells, thallium flux. Potassium channel subfamily K member 9 (Homo sapiens), Q9NPC2. FluxOR thallium flux fluorescence; stronger effect = lower value. B-score at 10 µM. 310,000 compounds, 1.2% hits. AID 488922, 2010;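 active = ratio B-score over 3 SD below the library mean, with starting fluorescence within 5 SD of its mean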;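 also: negative B-score means less thallium flux so channel inhibition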
HDAC3 inhib – HDAC3 deacetylase inhibitors, primary screen, biochemical, fluorescence, cell-free homogeneous; recombinant HDAC3, fluorogenic peptide/trypsin coupled; inhibition, % at 8.3 µM; 320,000 compounds, 0.15% hits; in the data active = inhibition above about 26%, passing the limit was not always enough
* = called active by the depositor; i = inactive; nt = no result given. Some of the compounds tested, so the mix of outcomes need not match the whole.

SMILES	TMEM16A inh	TMEM16A act	hERG protect	KCNQ1 pot	KCNK3 inh	Dyrk1A ADPGlo	TRPC4 act	TRPC4 PAM	KCNQ1 inh	KCNK9 inh	HDAC3 inhib
CCOc1cc(NS(C)(=O)=O)c(OCC)cc1NC(=O)c1cccs1	i	i	-10.3	i	i	-1.0	i	i	i	i	5.2
O=C(Cc1ccccc1)Nc1ccccc1CO	i	i	nt	nt	i	8.1	nt	nt	nt	nt	-0.3
O=C(Cn1c(CN2CCCCC2)nc2ccccc2c1=O)NCc1ccco1	i	nt	-6.3	i	i	-4.4	i	i	i	i	-4.6
COc1cccc(-c2nn(-c3ccccc3)cc2/C=C(/NC(=O)c2ccccc2)C(=O)O)c1	i	i	-11.3	i	i	-5.7	i	i	i	i	6.1
CN1CCC(C2(O)c3ccccc3CSc3sccc32)CC1 (stereo not drawn)	i	i	nt	nt	i	21.8	nt	nt	nt	nt	1.7
CC(C)(CNC(=O)c1sc2cc(F)ccc2c1Cl)N1CCOCC1	i	i	-5.6	i	i	0.6	i	i	i	i	5.4
Nc1c(C(=O)c2ccc(Br)cc2)oc2ccccc12	i	i	-5.3	i	i	4.0	i	i	i	i	1.3
COc1ccc(S(=O)(=O)NCC(=O)N(Cc2ccco2)C(C(=O)NC(C)(C)C)C(C)C)cc1 (stereo not drawn)	i	i	-5.7	i	i	-0.8	i	i	i	i	-1.4
CCN(CC)S(=O)(=O)c1ccc(Cl)c(NC(=O)c2cc(Cl)ccc2Cl)c1	i	i	-9.6	i	i	-9.0	i	i	i	i	1.1
Cc1[nH]c2ccccc2c1C(=O)COC(=O)c1cccc(S(=O)(=O)N2CCCCC2)c1	i	i	-2.0	i	i	4.0	i	i	i	i	-5.2
CCOc1ccc(NC(=O)CNC(=O)Cc2ccccc2)cc1	nt	i	-8.7	i	i	3.9	i	i	i	i	nt
CCCn1ncc(C(=O)NC2CCCN(Cc3ccc(Cl)cc3)C2)c1C (stereo not drawn)	i	i	-8.8	i	i	-4.9	i	i	i	i	7.1
O/N=C/c1ccc2ccccc2c1	i	i	-2.3	i	i	2.2	i	i	i	i	-3.6
O=c1c2ccccc2nnn1Cc1ccccc1Cl	i	i	-14.6	i	i	-4.6	i	i	i	i	0.0
COc1ccc(S(=O)(=O)CCC(=O)Nc2c(C)n(C)n(-c3ccccc3)c2=O)cc1	i	i	nt	nt	i	-2.7	nt	nt	nt	nt	3.9
CCn1c(-c2ccccc2)csc1=Nc1ccc(S(=O)(=O)O)cc1	i	i	-7.0	i	i	1.0	i	i	i	i	5.8
C=CCNC(=O)CSc1nc2ccccc2c(=O)n1CCc1ccc(OC)c(OC)c1	i	i	-14.4	i	i	-1.0	i	i	i	i	2.8
CCC(c1nnc(SCc2nc3ccccc3s2)n1Cc1ccccc1)N(C)C (stereo not drawn)	i	i	-3.6	i	i	-8.4	i	i	i	i	4.5
N/C(=N\OC(=O)CCC1CCCCC1)c1ccccn1	i	i	-6.2	i	i	4.1	i	i	i	i	-0.2
COc1ccc(CCNC(=O)C2CCN(Cc3nc(-c4ccccc4C)oc3C)CC2)cc1OC	i	i	-5.8	i	i	-11.4	i	i	i	i	0.0
O=C(Nc1ccc(S(=O)(=O)N2CCOCC2)cc1)c1ccc(Cl)cc1Cl	i	i	-3.9	i	i	-0.2	i	i	i	i	1.4
CC(=O)c1ccc(N2CCCCC2)c(F)c1	i	i	-11.0	i	i	0.9	i	i	i	i	-0.2
CCC(CC)C(=O)Nc1cccc(C(=O)NC(C)(C)C)c1	i	i	-11.7	i	i	-0.9	i	i	i	i	1.9
CN(C)S(=O)(=O)c1cccc(NC(=O)c2ccc(OC(F)(F)F)cc2)c1	i	i	-12.0	i	i	9.0	i	i	i	i	7.7
CCNC(=O)c1cc(Cl)ccc1OC	i	i	-9.2	i	i	-5.4	i	i	i	i	1.9
(listing goes on)
SMILES	TMEM16A inh	TMEM16A act	hERG protect	KCNQ1 pot	KCNK3 inh	Dyrk1A ADPGlo	TRPC4 act	TRPC4 PAM	KCNQ1 inh	KCNK9 inh	HDAC3 inhib
CCOc1ccc2nc(N(CCN(C)C)C(=O)c3ccc4ccccc4c3)sc2c1	i	i	-17.7	i	i	2.9	i	i	i	i	9.5
Cc1ccc2[nH]c(=O)c(CN(Cc3ccco3)C(=O)N3CCOCC3)cc2c1	i	i	-4.7	i	i	13.3	i	i	i	i	-17.2
S=C(Nc1ccc(Br)cc1)N1CCn2cccc2C1c1cccnc1 (stereo not drawn)	nt	i	-15.6	22*	i	nt	i	i	i	i	nt
FC(F)(F)c1ccccc1-n1c(-c2cnccn2)n[nH]c1=S	i	i	0.0	i	i	nt	i	i	i	i	-0.9
O=C(Nc1ccc(F)c([N+](=O)[O-])c1)C(=O)c1c(O)[nH]c2ccccc12	i	i	-13.5	i	i	3.2	i	i	i	i	3.4
CC(C)c1ccc(/C=C(/C#N)c2nnc(NC(=O)c3ccccc3)s2)cc1	i	i	-12.7	i	i	8.7	i	i	i	i	-1.3
COc1ccc(N2C(=O)CC(NNc3nc4ccccc4s3)C2=O)cc1 (stereo not drawn)	i	i	-5.5	i	i	nt	i	i	i	i	1.6
Cc1cc(C)c2c(N)c(C(=O)N3CCc4ccccc4C3)sc2n1	i	i	-14.8	i	i	3.6	i	i	i	i	9.5
O=C(CN(Cc1ccco1)C(=O)Cn1nnc(-c2ccc(F)cc2)n1)NC1CCCC1	i	i	-7.1	i	i	1.2	i	i	i	i	11.9
CCc1ccccc1NC(=O)CCS(=O)(=O)c1ccc(Br)cc1	i	i	-3.2	i	i	0.9	i	i	i	i	-7.5
c1ccc2oc(NC3=NCN(C4CCCCC4)CN3)nc2c1	i	i	-5.0	i	i	nt	i	i	i	i	0.2
COc1ccc(CN2C(=O)c3cccnc3C2=O)cc1S(=O)(=O)N(C)c1ccc(C)cc1	i	i	-12.6	i	i	-3.6	i	i	i	i	3.7
CC1CCc2nc(NC(=O)CN3CCN(c4ccccc4)CC3)sc2C1 (stereo not drawn)	i	i	-5.2	i	i	30.2	i	i	i	i	5.8
Nc1nc(NCC2CCCO2)nc(Nc2ccccc2F)c1[N+](=O)[O-] (stereo not drawn)	i	i	-22.4	i	i	-3.6	i	i	i	i	0.0
Cc1cc(C)c(NC(=O)c2cn3c4c(c(N5CCN(C)CC5)c(F)cc4c2=O)OCC3C)c(C)c1 (stereo not drawn)	i	i	-17.1	i	i	5.6	i	i	i	i	nt
Cc1cc2c(cc1S(=O)(=O)N1CCN(c3cccc(C(F)(F)F)c3)CC1)OCC(=O)N2	i	i	-12.2	i	i	-4.8	i	i	i	i	nt
Cn1c(=O)n(Cc2ccc(Cl)cc2)c2ccccc21	i	i	-13.8	i	i	7.6	i	i	i	i	2.2
COc1cccc(CN2CCN(C(=O)C3CCC(=O)N(C4CCCC4)C3)CC2)c1 (stereo not drawn)	i	i	-3.3	i	i	5.3	i	i	i	i	4.0
CC(=O)NS(=O)(=O)c1ccc(NC(=O)COc2cccc3c2OC(C)(C)C3)cc1	i	i	-10.9	i	i	2.6	i	i	i	i	1.1
COc1cccc(C(=O)NC(=O)Nc2cc(C)[nH]n2)c1	i	i	-7.3	i	i	2.4	i	i	i	i	1.2
CCOc1ccc(NC(=O)COc2ccc(C(=O)NCc3cccnc3)cc2OC)cc1	i	i	-11.7	i	i	-0.4	i	i	i	i	1.9
O=C1C2C3C=CC(C4CC34)C2C(=O)N1Cc1ccccc1 (stereo not drawn)	i	i	-11.1	i	i	-1.0	i	i	i	i	0.0
COc1ccc(CCNC(=O)CCN2C(=O)[C@@H]3Cc4ccccc4CN3C2=O)cc1OC	i	i	-16.8	i	i	-0.5	i	i	i	i	-0.4
CCn1c(CC(=O)Nc2ccc(C)cc2)nnc1SCC(=O)N1CCN(c2ccccc2)CC1	i	i	-3.0	i	i	0.8	i	i	i	i	1.2
COCC(=O)N(C)c1nnc(-c2cnccn2)s1	i	i	0.5	i	i	-1.6	i	i	i	i	-0.7
Remaining list, next part:
SMILES	TMEM16A inh	TMEM16A act	hERG protect	KCNQ1 pot	KCNK3 inh	Dyrk1A ADPGlo	TRPC4 act	TRPC4 PAM	KCNQ1 inh	KCNK9 inh	HDAC3 inhib
Cc1ccc(C)c(NC(=S)NCC(c2ccccc2)N(C)C)c1 (stereo not drawn)	i	i	-13.1	i	i	-4.2	180*	i	i	i	3.8
COc1cccc(CN(C(=O)c2cc3ccccc3oc2=O)C2CCS(=O)(=O)C2)c1 (stereo not drawn)	i	i	-6.9	i	i	4.5	i	i	i	i	-2.5
CCOC(=O)Cc1csc(Nc2ccc(Cl)cc2)n1	i	i	-5.9	i	i	-0.3	i	i	i	i	12.0
O=C(c1ccco1)N1CCN(CCCCN2C(=O)c3ccccc3C2=O)CC1	i	i	-5.1	i	i	7.1	i	i	i	i	-5.5
COc1ccc(CC(=O)n2nc(-c3ccccc3)nc2NCc2ccco2)cc1	i	i	-6.3	i	i	-1.0	i	i	i	i	3.8
Cc1cc2nc(C3CCCN(C(=O)NCc4ccccc4)C3)[nH]c2cc1C (stereo not drawn)	i	i	-7.1	i	i	1.9	i	i	i	i	-0.7
CN=c1scc(-c2ccccc2Br)n1/N=C/c1ccc[nH]1	i	nt	-23.3	i	nt	nt	i	i	i	i	7.0
C=CCn1c(SCc2c(C)noc2C)nnc1C1COc2ccccc2O1 (stereo not drawn)	i	i	-4.9	i	i	-0.3	i	i	i	i	11.0
CN(C)c1ccc(S(=O)(=O)NCC(=O)NCCOc2ccccc2F)cc1[N+](=O)[O-]	i	i	-14.9	i	i	22.2	i	i	i	i	-0.6
C#CCNC(=O)C1=C[C@H](C2CCCCC2)C[C@H](OCc2ccc(CO)cc2)O1	i	i	-10.3	i	i	-0.5	57*	i	i	i	4.5
